TCR act = Activators of T cell receptors: qHTS campaign; primary human leukocytes, anti-CD3, IL-2 HTRF, 48 h; Potency, µM (titrated, usually from 9.22 µM), inactives show at the top dose activation of IL-2 secretion, hits mostly activators; AID 504894, 2011; 330,000 tested, under 10 active; also: % of control where 0% means no effect
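HTRF read-out of IL-2 secretion: europium cryptate donor excited at 320nm, d2 acceptor emission at 665nm. Cells were primary human leukocytes incubated 48 hr with compounds and a-CD3 beads, supplying TCR signal only.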
Tb PFK inh = qHTS Assay to Find Inhibitors of T. brucei phosphofructokinase. ATP-dependent 6-phosphofructokinase (Trypanosoma brucei brucei), O15648. T. brucei PFK, ADP-Glo luminescence. Potency, µM (top dose mostly 57.5 µM), without a hit: top-dose activity, negative = inhibition, usual class: inhibitors. 0.17% of 330,000 active;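 also: potency is read from the fitted curve at half-maximal effect; 0% = uninhibited 1x PFK enzyme wells and -100% = no-enzyme wells; nearly all actives have a fitted effect of over 60% in size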
Target sequence (O15648 whole entry, looked up): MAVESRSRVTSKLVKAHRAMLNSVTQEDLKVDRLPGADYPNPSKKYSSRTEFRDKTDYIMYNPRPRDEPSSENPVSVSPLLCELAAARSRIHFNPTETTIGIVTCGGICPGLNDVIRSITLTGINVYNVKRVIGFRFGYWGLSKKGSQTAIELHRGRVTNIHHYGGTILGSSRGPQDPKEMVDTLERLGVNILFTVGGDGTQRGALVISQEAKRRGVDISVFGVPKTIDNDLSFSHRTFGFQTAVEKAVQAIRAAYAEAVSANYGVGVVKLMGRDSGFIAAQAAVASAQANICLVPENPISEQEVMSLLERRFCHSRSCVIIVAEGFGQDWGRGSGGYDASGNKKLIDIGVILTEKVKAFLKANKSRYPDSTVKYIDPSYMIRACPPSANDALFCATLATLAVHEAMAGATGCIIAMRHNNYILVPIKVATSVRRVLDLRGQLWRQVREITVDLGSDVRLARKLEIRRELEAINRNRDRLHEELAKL
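ADP-Glo luminescence quantified ADP after 45 min at room temperature, with 1.25 nM T. brucei PFK, 0.1 mM ATP and 0.5 mM fructose-6-phosphate in pH 8.0 TEA buffer. qHTS titrations up to 57 µM; curves classified by quality.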
Giardia killer = Small Molecules that selectively kill Giardia lamblia: qHTS | activity change, % at 7.66 µM, hits read low | AID 540267, 2011 | Giardia lamblia trophozoite viability | 0.15% of 340,000 active; in the data active = activity change below about -80%; inconclusive = between about -30% and that limit;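 also: parasites exposed to compound for two days anaerobically before the ATP read; % is scaled to controls: 0 for no effect and ±100 for the full control effect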
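Luminescent ATP signal served as the viability read-out, measured 15-30 min after adding ATP detection reagent to trophozoites that had been incubated with compounds for 48 hrs at 37 deg C anaerobically at 100 cells/well.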
hERG WT inh = qHTS for Inhibitors of KCHN2 3.1: Wildtype qHTS. U2OS, BacMam KCNH2, thallium flux FluxOr; hits give low values. activity change, % at 1.84 µM. 0.37% of 340,000 active. AID 720551, 2013;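 active = maximum activity change below -70%; inconclusive = maximum activity change between -70% and -50%; inactive = maximum activity change above -50%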; also: % is scaled to controls: 0 for no effect and ±100 for the full control effect
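U2OS cells transduced with wild-type KCNH2 virus are loaded with FluxOr dye for 45 min, and thallium flux is measured in kinetic reads before and after stimulation buffer. Rate constants are normalized to DMSO controls.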
Chronic BCR inh = qHTS Assay to Find Inhibitors of Chronic Active B-Cell Receptor Signaling. ABC-DLBCL IkBa-CBG/CBR reporter, luminescence ratio, 4 h. Potency, µM (titrated, usually from 46.1 µM), inactives show at the highest dose ratio change, negative = lower green/red ratio, usual class: inhibitors. 0.05% of 340,000 active. AID 493014, 2011; active = well fitted inhibition curve with a large enough effect in the signal ratio, with a control signal flat, not every such curve was filed as active; inconclusive = small, poorly fitted or top-dose-only effect, or effect the other way, or a change in a side signal; the % refers to the signal ratio;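 also: potency is read from the fitted curve at half-maximal effect; plate controls were basal doxycycline-induced cells for no effect and cells given 10 µM MG132 for full effect; MG132 reads +100%, hits lower the ratio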
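TMD8 human ABC-DLBCL cells with doxycycline-inducible IκBα–green luciferase fusion and unfused red luciferase, in 0.5% FBS medium; compounds up to 46 uM, 4 h at 37C. Green/red luminescence ratio, filter-overlap corrected, fitted to concentration-response curves.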
TSHR antagonist = Antagonists of the Thyroid Stimulating Hormone Receptor: HTS campaign; TSHR-expressing cells, TSH-stimulated cAMP HTRF, 2 h; hits give low values; activity change, negative = inhibition, % at 11.5 µM; 0.2% of 330,000 active;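 active = activity change below a set negative limit, meaning inhibition stronger than a set level, cut at about -70% in these data; inconclusive = activity change between two set negative limits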; also: % is scaled to controls: 0 for no effect and ±100 for the full control effect
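Cell-based HTRF cAMP assay; TSHR cells + compound, TSH EC80 (4nM final), 2 h, 37 deg C. Lysis with anti-cAMP cryptate and cAMP-d2, 30 min RT, read 665/620 nm.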
CXXC DNA block = qHTS Fluorescence Polarization Assay for Inhibitors of MLL CXXC domain - DNA interaction; Histone-lysine N-methyltransferase 2A (Homo sapiens), Q03164; MLL-CXXC / FITC-HOXA9 DNA fluorescence polarization; Potency, µM (titrated, usually from 115 µM), for the others: at the highest dose activity change, negative = inhibition, actives largely listed as inhibitors; 0.037% of 290,000 active; AID 2662, 2010; active = well fitted inhibition curve with a large enough effect in the polarisation, with a control signal flat, not every such curve was filed as active; inconclusive = small, poorly fitted or top-dose-only effect, or effect the other way, or a change in a side signal; inactive = no such curve, though single readings can be large or run the other way; the % refers to the polarisation; also: potency is read from the fitted curve at half-maximal effect
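Steps: dispense CXXC domain solution (7 uM) → pin compounds or unlabeled HOX-A9 DNA control → 5 min ambient → add FLSN-HOX-A9 solution (50 nM) → spin → 30 min ambient → fluorescence polarization. Tris pH 7.5/NaCl/DTT/BSA buffer.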
FBPA coupling cs = qHTS Assay for Inhibitors of Fructose-1,6-bisphosphate Aldolase from Giardia Lamblia: Coupling assay counterscreen. coupling enzyme system counterscreen, AmpLite Red fluorescence. activity change, negative = inhibition, % at 58.2 µM, hits read low. AID 2472, 2010. 0.67% of 290,000 active; in the data active = activity change below about -30%; also: % is scaled to controls: 0 for no effect and ±100 for the full control effect
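Fluorescence at 525 nm excitation and 598 nm emission measured inhibition of the coupled detection system without aldolase. Compounds (at 57.5 uM final) were preincubated 10 min at room temperature with coupling enzyme reagent before a 20 min substrate/AmpLite Red step.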
A-T KAP1 phos = qHTS Assay for Identifying a Potential Treatment of Ataxia-Telangiectasia. […] A-T fibroblasts, KAP-1 phosphorylation AlphaLISA; neocarzinostatin DNA damage 30 min before lysis. Potency, µM (series often up to 57.5 µM), for the others: at the highest dose activation, actives largely listed as activators. 0.19% of 320,000 active. AID 485349, 2010; also: potency is read from the fitted curve at half-maximal effect; % of control where 0% means no effect; nearly all actives have a fitted effect of over 45% in size
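hTERT-immortalized A-T patient fibroblasts ([…]), 500 cells/well in OPTI-MEM, 1% FBS, got compounds for 60 min, then NCS for 30 min at 37C. Lysates were then assayed for phospho-KAP-1 by AlphaLISA (anti-pKAP1 donor, anti-KAP1 acceptor beads), 6 hr at 25C.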
GALK inhibitor = qHTS Assay for Inhibitors of Human Galactokinase (GALK); 0.007% of 270,000 active; P51570; Potency, µM (doses to about 57.5 µM), for inactives: top-dose activity change, negative = inhibition, usual class: inhibitors; Purified GALK, Kinase-Glo residual ATP luminescence; also: potency is read from the fitted curve at half-maximal effect; % is scaled to controls: 0 for no effect and ±100 for the full control effect
Target sequence (P51570 whole entry, looked up): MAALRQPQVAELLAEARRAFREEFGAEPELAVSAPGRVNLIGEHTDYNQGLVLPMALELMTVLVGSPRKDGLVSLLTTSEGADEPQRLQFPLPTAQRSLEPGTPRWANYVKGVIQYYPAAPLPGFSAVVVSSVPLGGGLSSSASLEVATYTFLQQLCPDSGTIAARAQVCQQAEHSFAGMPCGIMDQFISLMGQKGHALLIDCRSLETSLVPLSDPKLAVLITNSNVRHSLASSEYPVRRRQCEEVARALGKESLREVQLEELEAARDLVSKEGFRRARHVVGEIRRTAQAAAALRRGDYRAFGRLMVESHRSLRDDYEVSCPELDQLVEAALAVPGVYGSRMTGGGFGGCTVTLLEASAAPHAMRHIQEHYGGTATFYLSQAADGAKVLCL
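Luminescence from leftover ATP (Ultra-Glo luciferase/luciferin) served as read-out after a 1 h room-temperature reaction of 5 nM GALK with 35 uM ATP and 100 uM galactose.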
Active calls of the source: *; i = inactive; ? = inconclusive; . = no result given; & = joins results of further samples; [ ] = another dose, or the depositor's remark. Unless noted, calls follow the shape of the dose curve; as a rule, active = well fitted curve in the direction sought with a large enough effect; inconclusive = small, poorly fitted or top-dose-only effect, or another doubt; inactive = no such curve, though single readings can be large; an effect the other way counts as inactive or inconclusive. Compounds as they come; overall some 1.6% were active at least once.

Every second line gives: TCR act, Tb PFK inh, Giardia killer, hERG WT inh, Chronic BCR inh, TSHR antagonist, CXXC DNA block, FBPA coupling cs, A-T KAP1 phos, GALK inhibitor
1) Cc1ccc(-n2c(C)cc(/C=N/NC(=O)c3ccncc3)c2C)c(C)c1
    -6%, -6%, 16, -1, ?, 5, -10%, 3, -8%, -2%
2) CC(C)(C)CC(C)(C)NCC(O)COCCOc1ccc(Br)cc1 (stereo not drawn)
    -5%[46.1 µM], -1%, 12, 12, ?, -20, -1%, 0, 14%, 1%
3) CC(C)CNC(=S)NC1CC2CCCC(C1)N2Cc1cccs1 (stereo not drawn)
    -4%, -2%, -9, 7, -5%, 10, 12%, -3, 7%, -4%
4) Cc1onc(-c2ccccc2Cl)c1C(=O)Nc1ccc(OCC(=O)N2CCOCC2)cc1
    -1%[46.1 µM], 7%, 6, 1, -1%, 3, 4%, 4, 3%, 0%
5) Cc1cc(C)n(-c2nnc(C)n2N)n1
    2%, 4%, -3, 9, 3%, -3, -5%, -1, 1%, 0%
6) O=C(CN1C(=O)c2ccccc2C1=O)N1CCOCC1
    2%, -2%, 7, -13, 1%, 3, -12%, 0, -12%, 0%
7) Cc1cc(N/N=C(/CCC(=O)O)C(=O)O)nc2ccccc12
    -4%[46.1 µM], 4%, 15, i, -3%, 11, 3%, 1, -5%, -2%
8) CCS(=O)(=O)N1Cc2ccccc2CC1C(=O)N1CCN(c2ccccc2)CC1 (stereo not drawn)
    -27%, -27%, -17, -8, ?, 7, -7%, 5, -5%, 1%
9) CCN(CC)CCNC(=O)C1c2ccccc2C(=O)N(CCOC)C1c1ccc(F)cc1 (stereo not drawn)
    ., -2%, -4, -2, ?, 21, 2%, 2, 0%, 0%
10) CC(=O)C1=C(C)NC2=C(C(=O)c3ccccc32)C1c1ccccc1 (stereo not drawn)
    2%, -7%, 4, -4, ?, -10, -11%, 0, 1%, -2%
11) CCOC(=O)c1oc2cccc(O)c2c1CN(Cc1ccccc1)C(C)=O
    -4%, 0%, 3, 0, -3%, -2, -2%, 3, 7%, 0%
12) CCc1ccc(/C=N/Nc2nn[nH]n2)cc1
    2%[46.1 µM], 2%, 4, 0, 8%, -11, 0%, 1, 1%, 0%
13) Cc1cc(C)cc(C(=O)NCC(=O)OCC(=O)NC2CC2)c1
    -1%[46.1 µM], 2%, 6, 2, 5%, -9, ., ., 7%, .
14) O=C(CN1CCCCC1)NNc1nc(-c2ccccc2)c2cc(Cl)ccc2n1
    1%, -1%, 7, 10, 5%, -5, -7%, -2, 0%, 0%
15) O=C(/C=C/c1cccc(O)c1)c1ccc(N2CCOCC2)cc1
    -3%, 1%, -25, -10, ?, -4, 8%, -3, 6%, -5%
16) CCC1CCCCN1CCNC(=O)C1CCN(S(=O)(=O)c2c(C)noc2C)CC1 (stereo not drawn)
    -1%, -1%, -14, -12, ?, -3, -7%, 3, 12%, 3%
17) CCOC(=O)N1CCC(NC(=O)c2ccc3c(c2)N(C)C(=O)/C(=C/c2cccc(OC)c2)S3)CC1
    10%, 0%, -23, 12, 1%, -15, 11%, ., 6%, -4%
18) C=CCN(C(=O)COc1ccccc1)c1nnc(-c2ccncc2)s1
    1%, -1%, 4, 1, 1%, -4, -10%, 0, 4%, 3%
19) Cc1ccc(C(C(=O)NC2CCCCC2)N(CCCN2CCOCC2)C(=O)c2snc(C(N)=O)c2N)cc1 (stereo not drawn)
    4%, 6%, -13, -15, 1%, 0, -4%, 0, 3%, 0%
20) CCCC[C@]12Cc3cc(OC)c(OC)cc3C(O1)C1=C(CC3(CCCCC3)OC1=O)O2
    ., 0%[11.5 µM], ., ., 12%[9.22 µM], ., 1%[23 µM], -23, 4%[11.5 µM], .

Random excerpt: three records from the list
Every second line gives: TCR act, Tb PFK inh, Giardia killer, hERG WT inh, Chronic BCR inh, TSHR antagonist, CXXC DNA block, FBPA coupling cs, A-T KAP1 phos, GALK inhibitor
9) CCN(CC)CCNC(=O)C1c2ccccc2C(=O)N(CCOC)C1c1ccc(F)cc1 (stereo not drawn)
    ., -2%, -4, -2, ?, 21, 2%, 2, 0%, 0%
1) Cc1ccc(-n2c(C)cc(/C=N/NC(=O)c3ccncc3)c2C)c(C)c1
    -6%, -6%, 16, -1, ?, 5, -10%, 3, -8%, -2%
13) Cc1cc(C)cc(C(=O)NCC(=O)OCC(=O)NC2CC2)c1
    -1%[46.1 µM], 2%, 6, 2, 5%, -9, ., ., 7%, .

(continued)
Every second line gives: TCR act, Tb PFK inh, Giardia killer, hERG WT inh, Chronic BCR inh, TSHR antagonist, CXXC DNA block, FBPA coupling cs, A-T KAP1 phos, GALK inhibitor
21) Cc1ccc(S(=O)(=O)N2CCN(C(=O)CCOc3cc(C)ccc3C)CC2)cc1
    2%, -2%, -5, 0, -1%, 5, ., ., -1%, .
22) CCOC(=O)CCNC(=O)Nc1ccc2nc(C)n(Cc3ccccc3Cl)c(=O)c2c1
    -6%, -1%, 14, -2, -5%, 0, -3%, 6, 11%, 2%
23) CCC(C)(C(=O)NC1CCCC1)N(Cc1ccco1)C(=O)c1ccc2c(c1)OCO2 (stereo not drawn)
    2%, 1%, 2, 3, 1%, -1, -2%, -4, -1%, -4%
24) CN(CCCNC(=O)C1CCN(S(=O)(=O)c2cccc3nsnc23)CC1)Cc1ccccc1
    11%, -5%, -7, 38, 1%, 17, -9%, 0, 4%, -7%
25) CCc1cc(SC#N)cc(CC)c1NC(=O)CCl
    0%, -14%, -6, 4, ?, -3, -3%, 2, 28%, .
26) Cc1ccccc1C(=O)N1CCC(C(=O)Nc2ccc(S(=O)(=O)N3CCCC3)cc2)CC1
    -5%, -2%, -4, 3, ?, 0, -1%, 2, 2%, 0%
27) CC(C)CCNC(=O)c1ccccc1SCC(=O)NC1CCCCCCC1
    -2%, -3%, -5, -2, ?, 1, ., ., -5%, .
28) Cc1ccc(Nc2ccc(C(=O)N3CCCC3)cn2)c(C)c1
    -1%, -2%, -18, 0, ?, -7, -1%, 2, -4%, 0%
29) CCOc1ccc(/C=N/N2C(=O)C(CC(=O)Nc3ccc(F)cc3F)SC2=NC)cc1OC (stereo not drawn)
    1%, -1%, -3, 5, -12%, 0, 0%, 1, 1%, .
30) CCCCN(CC)CCNC(=O)Cn1cnc2sc(C)c(S(=O)(=O)N3CCOCC3)c2c1=O
    -12%, -2%, 9, 1, 2%, -2, -9%, 2, 9%, -4%
31) COc1ccc(/C=N/Nc2ncc(Br)cn2)c(OC)c1
    0%, -5%, -6, ., 1%, 12, 6%, 0, 2%, 5%
32) O=C(CN(c1ccccc1)S(=O)(=O)c1ccc(F)cc1)NC1CCCCCC1
    -4%, 0%, -22, 3, 1%, 19, 13%, ., -19%, -6%
33) CCN1CCN(C(=O)c2c(-c3c(F)cccc3Cl)noc2C)CC1
    -7%, -3%, -15, 1, -7%, ., 1%, 8, ., 1%
34) C=CCc1ccc(OC(=O)c2ccccc2)c(OC)c1
    -6%, -1%, 1, 3, 12%, -8, 28%, 0&-4, -4%, -4%
35) Nc1c(C(=O)Nc2ccc(S(=O)(=O)N3CCCC3)cc2)sc2nc3ccc(OC(F)(F)F)cc3cc12
    1%[46.1 µM], -20%, -6, 7, 24%, 4, 17%, 3, -4%, 2%
36) O=C(O)c1c2c(nc3ccccc13)/C(=C/c1ccc(O)cc1)CC2
    8%, -1%, ?, -10, 9%, -10, -1%, -2, 15%, -4%
37) COc1ccccc1CNc1ncnc2c1cnn2-c1ccccc1
    -2%, 0%, 3, -5, 6%, -6, 2%, -11, 3%, 3%
38) COc1cc2c(C#CCCCO)c(-c3ccsc3)oc(=O)c2cc1OC
    -9%, 2%, 8, -4, 2%, 3, ., ., -15%, .
39) Cc1ccc(C(=O)COC(=O)c2cccs2)cc1
    -2%[46.1 µM], -4%, -25, 9, ?, 3, 3%, -2, 0%, 1%
40) C[C@H]1NC(=O)[C@@]2(C)[C@@H](c3ccccc3)[C@H]3COc4ccccc4[C@@H]3N2C1=O
    0%, -5%, -18, 13, 0%, 15, ., ., 6%, .
